Source: PubChem
FLuc counter: counter-screen for miR-21 project: firefly luciferase inhibitors or activators; purified FLuc, Km substrates, luminescence inhibition; Potency, µM (titrated, usually from 57.5 µM), for inactives: at the highest dose activity change, negative = inhibition, hits mostly inhibitors; actives 6.9% (n = 360,000); AID 588342;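 further: potency means the concentration at half of the fitted maximal effect; plate controls were vehicle for no effect and reference inhibitor for full effect; nearly all actives have a fitted effect of over 55% in size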
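Purified P. pyralis luciferase (10nM final) with 10uM D-luciferin and 10uM ATP (Km levels) in 50mM Tris acetate pH 7.5, 10mM Mg acetate, 0.01% Tween-20, 0.05% BSA; qHTS 6-point titration, ~60 µM downward; luminescence read.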
NPC1 prom act: activators of NPC1 promoter; Huh7 NPC1 promoter luciferase reporter, 24 h; Potency, µM (titrated, usually from 9.22 µM), for the others: at the top dose activation, most hits filed as activators; AID 485313; actives 2.4% (n = 320,000);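 further: potency means the concentration at half of the fitted maximal effect; % of control where 0% means no effect; nearly all actives have a fitted effect of over 60% in size; reporter is driven by a mutant NPC1 promoter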
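Huh7 cells stably carrying NPC1 promoter–luciferase, plated in Opti-MEM with 10% FBS for 2 h, were exposed to compound in DMSO for 24 h at 37 °C; luciferase reagent was added for 10 min and luminescence read.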
Gal4-VP16 FLuc: counter-screen for ROR gamma inhibitors: Gal4-VP16 reporter; Drosophila S2 Gal4-VP16 UAS-luciferase, luminescence, 20 h; Potency, µM (highest dose often 53.6 µM), inactives show at the highest dose activity, negative = inhibition, usual class: inhibitors; actives 3.5% (n = 310,000);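 further: Gal4-VP16 expression switched on by copper sulfate through the metallothionein promoter; potency means the concentration at half of the fitted maximal effect; on the % scale 0 is the no-effect control and ±100 the full control effect; nearly all actives have a fitted effect of over 50% in size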
ELG1 repair inh: ELG1-dependent DNA repair inhibition; actives 2.3% (n = 330,000); HEK293T ELG1-luciferase reporter, luminescence, 16 h; DNA damage induced by 5-fluorouridine; Potency, µM (titrated, usually from 46.1 µM), without a hit: at the highest dose activity change, negative = inhibition, usual class: inhibitors; further: potency means the concentration at half of the fitted maximal effect; on the % scale 0 is the no-effect control and ±100 the full control effect; nearly all actives have a fitted effect of over 55% in size
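Quantitative HTS, concentration-response format. 2,000 cells/well co-treated with 5-fluorouridine and compound, 16 hr in 5% CO2 at 37 °C; ONE-Glo luminescence read after 30 min.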
BRCA1 expr up: increases BRCA1 expression. MCF7-BRCA1-FFLuc reporter, luminescence, 48 h; response scale: scaled: vehicle 0%, 10 µM genistein 100%. Potency, µM (highest dose often 46.1 µM), for the others: at the highest dose activation, usual class: activators. actives 1.1% (n = 380,000); further: potency means the concentration at half of the fitted maximal effect; nearly all actives have a fitted effect of over 80% in size; some results filed as inactive show a strong effect at the top dose
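MCF7 cells carrying a BRCA1-firefly luciferase reporter (2000 cells/well, phenol-red free MEM) were attached for 2 h at 37 °C, then given compounds for 48 h. Luminescence was read 15 min after luciferase reagent; activity normalized to genistein (10 microM) and DMSO.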
p53 reactivator: mutant p53 re-activation in reporter cells; H1299 p53-A138V BP100-luciferase reporter, luminescence, 24 h; Potency, µM (titrated, usually from 92.2 µM), for the others: at the top dose activity change, positive = activation, usual class: activators; actives 0.063% (n = 320,000); AID 504706; further: potency means the concentration at half of the fitted maximal effect; % of control where 0% means no effect; nearly all actives have a fitted effect of over 45% in size
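p53-null H1299 cells stably carrying temperature-sensitive p53-A138V and a BP100-luciferase reporter were pinned with compounds (4-point, 1:5 series) and held 24 hrs at 37 deg C. Luminescence was read 10 min after detection reagent.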
Rab9 prom act: activators of Rab9 promoter | Huh7 Rab9 promoter-luciferase reporter, luminescence, 24 h | actives 2.8% (n = 320,000) | Potency, µM (series often up to 9.22 µM), for inactives: at the top dose activation, negative = inhibition, actives largely listed as activators; further: potency means the concentration at half of the fitted maximal effect; % of control where 0% means no effect; nearly all actives have a fitted effect of over 60% in size
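Rab9 promoter-driven luciferase in stably transfected Huh7 cells; 1500 cells/well rested 2 h, exposed to compound in DMSO for 24 h at 37 °C, 5% CO2. Luminescence read 10 min after adding luciferase reagent at ambient temperature.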
TRPV1 ag: human TRPV1 agonism. TRPV1-expressing cells, Fluo-8 calcium influx, agonist mode. activation, % at 8.33 µM. AID 540275. actives 0.19% (n = 320,000). Q8NER1; in the data active means activation above about 80%; inconclusive means between about 30% and that limit; further: 0% is about no effect
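Cells expressing TRPV1 were dye-loaded with Fluo-8 and read kinetically: 10 s baseline, 3 min after compound (agonist portion), then 2 min after EC20 capsaicin (allosteric enhancer portion). Calcium-bound dye fluorescence at 480/520 nm.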
ELG1 genotoxic: genotoxicity induction in ELG1-luciferase HEK293T cells | HEK293T ELG1-luciferase reporter, luminescence, 16 h | Potency, µM (series often up to 46 µM), without a hit: at the highest dose activity change, positive = activation, usual class: activators | actives 1.3% (n = 330,000); further: potency means the concentration at half of the fitted maximal effect; % of control where 0% means no effect; nearly all actives have a fitted effect of over 60% in size
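Reporter readout depends on ELG1 protein level, which increases with genetic stress. After 16 hr compound exposure at 37 °C, luciferase activity was quantified using ONE-Glo.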
Tb PFK inh: T. brucei PFK enzyme inhibition; actives 0.17% (n = 330,000); T. brucei PFK, ADP-Glo luminescence; O15648; Potency, µM (series often up to 57.5 µM), for the others: at the highest dose activity, negative = inhibition, most hits filed as inhibitors;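 further: potency means the concentration at half of the fitted maximal effect; 0% = uninhibited 1x PFK enzyme wells and -100% = no-enzyme wells; nearly all actives have a fitted effect of over 60% in size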
Target sequence (O15648 whole entry, looked up): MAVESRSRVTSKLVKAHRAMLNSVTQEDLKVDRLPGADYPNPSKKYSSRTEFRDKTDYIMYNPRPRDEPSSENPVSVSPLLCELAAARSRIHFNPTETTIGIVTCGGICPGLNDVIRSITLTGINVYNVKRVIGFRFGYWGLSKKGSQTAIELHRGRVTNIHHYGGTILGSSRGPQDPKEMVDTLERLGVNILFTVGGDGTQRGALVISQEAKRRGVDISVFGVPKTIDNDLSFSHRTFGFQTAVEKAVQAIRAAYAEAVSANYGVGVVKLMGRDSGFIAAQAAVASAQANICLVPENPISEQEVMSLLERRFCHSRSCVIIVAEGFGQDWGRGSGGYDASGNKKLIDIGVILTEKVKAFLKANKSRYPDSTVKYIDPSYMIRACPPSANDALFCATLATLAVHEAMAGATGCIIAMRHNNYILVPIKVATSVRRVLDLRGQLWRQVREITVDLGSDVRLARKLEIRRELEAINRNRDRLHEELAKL
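In TEA buffer at pH 8.0 with 5 mM MgCl2, enzyme (1.25 nM) converted F6P (0.5 mM) and ATP (0.1 mM) for 45 min at room temperature. ADP product was read by luciferase luminescence.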
RORgamma inh: ROR gamma (mouse) transcription inhibition. AID 2551. P51450. Drosophila S2 Gal4-RORgamma UAS-luciferase reporter, 20 h. actives 5.4% (n = 310,000). Potency, µM (series often up to 53.6 µM), without a hit: at the highest dose activity change, negative = inhibition, actives largely listed as inhibitors; further: potency means the concentration at half of the fitted maximal effect; on the % scale 0 is the no-effect control and ±100 the full control effect; nearly all actives have a fitted effect of over 60% in size
Target sequence (P51450 whole entry, looked up, the tested form may be a part): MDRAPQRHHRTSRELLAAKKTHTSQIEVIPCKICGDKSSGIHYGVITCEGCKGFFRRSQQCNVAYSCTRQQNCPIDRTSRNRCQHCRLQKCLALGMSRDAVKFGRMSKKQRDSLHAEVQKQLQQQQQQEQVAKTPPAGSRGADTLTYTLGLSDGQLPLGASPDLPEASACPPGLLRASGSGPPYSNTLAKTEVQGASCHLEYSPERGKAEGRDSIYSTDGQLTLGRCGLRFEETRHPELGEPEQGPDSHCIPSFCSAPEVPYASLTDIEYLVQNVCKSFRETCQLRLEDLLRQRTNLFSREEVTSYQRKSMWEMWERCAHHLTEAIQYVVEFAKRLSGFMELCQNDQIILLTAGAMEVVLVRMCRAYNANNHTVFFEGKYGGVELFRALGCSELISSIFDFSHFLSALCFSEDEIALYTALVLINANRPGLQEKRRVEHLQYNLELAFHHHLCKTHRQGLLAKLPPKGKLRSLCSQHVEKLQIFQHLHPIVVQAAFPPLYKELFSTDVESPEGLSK
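Drosophila S2 cells stably expressing Gal4-DBD/mouse RORγ fusion under metallothionein promoter plus UAS-luciferase; compound 1 h, then 700 uM CuSO4 induction for 20 h at ambient temperature; inhibition read as reduced luminescence.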
An asterisk follows results filed as active; ? = inconclusive; . = no result given; [ ] = remark or other dose. Unless noted, the call rests on the fitted dose curve; in most records, active means well fitted curve in the direction sought with a large enough effect; inconclusive means small, poorly fitted or top-dose-only effect, or another doubt; inactive means no such curve, though single readings can be large; an effect the other way counts as inactive or inconclusive. An unsorted share of the library; about 15% have a hit in one of these screens.

1. CC12CCC(=O)N1C(C(=O)NCCc1ccc(S(N)(=O)=O)cc1)CS2 (stereo not given)
2. COC(=O)c1cn(-c2ccccc2)nc1C(=O)OC
3. O=C(C1CCN(S(=O)(=O)c2cnc[nH]2)CC1)N1CCN(c2ncccn2)CC1
4. CC(C)NC(=O)CSc1nc2ccccc2n1-c1ccccc1
5. CCOc1ccc(NC(=O)C2CC(=O)N(c3ccccc3F)C2)cc1 (stereo not given)
6. CCOC(=O)c1c(/N=C/c2ccc(C)cc2O)sc2c1CCC2
7. O=C(CNC(=O)c1ccco1)NNC(=O)c1cccc(Cl)c1
8. O=C(c1cc(Br)ccc1Cl)N1CCN(c2ccccn2)CC1
9. O=C(Nc1ccccc1)c1ccc(NCCc2ccccc2)c([N+](=O)[O-])c1
10. CCOC(=O)c1ccc(-n2cc(C(=O)c3cccnc3)nn2)cc1
Assay by compound	1	2	3	4	5	6	7	8	9	10
FLuc counter	-3%	-22%	2%	-1%	0%	2%	.	-1%	2%	?
NPC1 prom act	1%	-1%	-3%	-6%	-3%	4%	.	-1%	?	-23%
Gal4-VP16 FLuc	2%	5%	.	7%	15%	9%	.	-10%	-17%	7%
ELG1 repair inh	3%	0%	4%	-9%	-1%	3%	0%	-3%	?	-1%
BRCA1 expr up	-9%	10%	-20%	-29%	14%	-4%	-3%	2%	-34%	4%
p53 reactivator	-2%	0%	17%	-8%	-1%	-10%	12%	.	19%	-2%
Rab9 prom act	-1%	0%	-3%	-2%	1%	-5%	.	-8%	26%	-1%
TRPV1 ag	0	1	2	16	-1	6	.	9	17	0
ELG1 genotoxic	-12%	6%	-4%	-2%	5%	-3%	0%	-8%	4%	-3%
Tb PFK inh	0%	3%	-8%	-7%	0%	1%	-19%	-7%	-1%	0%
RORgamma inh	2%	14%	-8%[0.365 µM]	-39%	-4%	-5%	.	-12%	-5%	12%

11. Cc1ccccc1S(=O)(=O)NCC1CCCO1 (stereo not given)
12. COc1cc(Cl)c(C)cc1NC(=O)CCCN1C(=O)CCC1=O
13. COc1cccc(C(=O)Nc2ccc(N(C)C)cc2)c1OC
14. COc1ccccc1C(=O)NC(CCSC)C(=O)N1CCN(C(C)=O)CC1 (stereo not given)
15. COCCN(CC(=O)Nc1cccc(C)c1C)C(=O)c1oc2ccccc2c1C
16. COCCNC(=O)c1ccc(CN2CCc3ccccc3C2)cc1
17. COc1ccc(CNC(=O)Nc2ccc(C)cc2)cc1
18. COc1ccc(F)cc1CN1CCN(C(=O)CCC(=O)Nc2nnc(C(C)C)s2)CC1
19. O=C(O)c1ccc2c(c1)C(=O)N([C@@H](Cc1ccc(O)cc1)C(=O)O)C2=O
20. Nc1nc(SCC(=O)NCc2ccc3c(c2)OCO3)n[nH]1
Assay by compound	11	12	13	14	15	16	17	18	19	20
FLuc counter	1%	-19%	5.4µM*	0%	.	0%	-2%[2.3 µM]	5%	0%	2%
NPC1 prom act	4%	13%	2.8µM*	2%	.	-1%	25%	-2%	-1%	2%
Gal4-VP16 FLuc	1%	6%	-3%	.	.	-8%	9%	2%	6.3µM*	-20%
ELG1 repair inh	?	?	?	30%	?	1%	?	-16%	.	8%
BRCA1 expr up	2%	-10%	?	7%	-14%	-25%	109%	-28%	.	-19%
p53 reactivator	9%	-2%	?	-4%	-3%	8%	?	-5%	.	-1%
Rab9 prom act	-2%	1%	1.4µM*	-2%	.	-2%	25%	-3%	-1%	2%
TRPV1 ag	6	1	19	-1	.	2	?	-3	.	-2
ELG1 genotoxic	0%	0%	?	0%	-3%	-2%	9%	1%	.	-2%
Tb PFK inh	-1%	-1%	1%	0%	-2%	-1%	-20%	-2%	4%	0%
RORgamma inh	20%[1.91 µM]	-11%	0%	.	.	1%	4%	8%	2µM*	7%

21. COc1cc(O)cc2occ(-c3ccc(O)cc3)c(=O)c12
22. COc1ccc(C(=O)NCC(=O)OCC(=O)NC2CCCCCC2)cc1OC
23. CC(=O)Nc1ccc(NC(=O)N2CCCCC2)cc1
24. CC(C)Sc1nc(SCC(=O)O)c2c3c(sc2n1)COC(C)(C)C3
25. O=C(Nc1ccc(Cl)c(C(F)(F)F)c1)N1CCCC(O)C1 (stereo not given)
26. CCCc1[nH]nc2c1C(C1CCCCC1)C(C#N)=C(N)O2 (stereo not given)
27. COc1ccccc1N1CC(C)(C)C(=O)N(C(=O)c2ccc(Cl)cc2)C1=S
28. O=C(C[C@H]1C/C=C\CC[C@H](Cc2ccc(F)cc2)C(=O)OCCNC1=O)NCCO
29. Cc1cccc(N(CC(N)=O)C2SC(=O)N(c3ccccc3)C2=O)c1 (stereo not given)
30. Cc1cccc2c1cnn2C(=O)Nc1ccccc1Cl
Assay by compound	21	22	23	24	25	26	27	28	29	30
FLuc counter	?	.	6%	13µM*	-5%	1%	5%	.	1%	1.7µM*
NPC1 prom act	12%	.	-2%	?	7%	-7%	-7%	.	3%	?
Gal4-VP16 FLuc	0%	.	-1%	-3%	-22%	-27%	-26%	.	9%	4%
ELG1 repair inh	?	2%	?	?	24%	-18%	?	8%	1%	?
BRCA1 expr up	34%	-4%	2%	?	21%	-26%	-30%	0%	1%	2%
p53 reactivator	1%	-2%	12%	12%	-3%	?	11%	-3%	10%	?
Rab9 prom act	2%	.	7%	?	2%	-12%	2%	.	-4%	?
TRPV1 ag	-4	.	-3	2	3	0	15	.	-2	-2
ELG1 genotoxic	17%	1%	4%	?	-4%	16%	-9%	-1%	0%	?
Tb PFK inh	-1%	-1%	-2%	4%	-5%	9%	-1%	1%	-17%	-17%
RORgamma inh	-4%	.	13%	0%	?	-3%	35%	.	10%	8%

31. O=C(NC(=S)N1CCCCC1)c1csc([N+](=O)[O-])c1
32. CCOCCCNC(=O)NC(=O)CN1CCN(S(=O)(=O)c2ccc3c(c2)OCCO3)CC1
33. O=C(O)CC(NC(=O)C1CCCCC1)c1ccc(OC2CCCC2)cc1 (stereo not given)
34. Cc1cc(C)nc(N2CCCC(C(=O)NCCc3ccccc3F)C2)n1 (stereo not given)
35. COc1ccc(OC)c(/C=C/C(=O)OCC(=O)Nc2ccc3c(c2)OCCO3)c1
36. O=C(c1ccc([N+](=O)[O-])cc1)N(Cc1cccs1)C1CCS(=O)(=O)C1 (stereo not given)
37. Cc1ccc(NC(=O)N2CCCC(c3nc(-c4ccc(F)cc4)no3)C2)cc1 (stereo not given)
38. Cc1ccc(N2CC(C(=O)N3CCCCC3)CC2=O)cc1C (stereo not given)
Assay by compound	31	32	33	34	35	36	37	38
FLuc counter	2%	-1%	-19%	3%	1%	-1%	-5%	7%
NPC1 prom act	1%	-4%	7%	3%	-5%	-9%	-4%	3%
Gal4-VP16 FLuc	1.1µM*	1%	-14%	-6%	8%	-14%	3%	3%
ELG1 repair inh	-12%	-4%	17%	-16%	?	11%	-4%	12%
BRCA1 expr up	-9%	-27%	15%	0%	-39%	-12%	32%	4%
p53 reactivator	-5%	1%	-2%	0%	12%	14%	5%	3%
Rab9 prom act	-3%	1%	1%	3%	9%	-4%	-2%	4%
TRPV1 ag	-1	-1	-4	7	2	-7	?	18
ELG1 genotoxic	1%	1%	-2%	-8%	0%	0%	0%	13%
Tb PFK inh	0%	1%	0%	-2%	5%	-18%	-1%	-2%
RORgamma inh	0.35µM*	2%	-41%	-13%	37%	16%	17%	2%

By substructure: the compounds so far with two or more sulfur atoms (4)
1. CC12CCC(=O)N1C(C(=O)NCCc1ccc(S(N)(=O)=O)cc1)CS2 (stereo not given)
24. CC(C)Sc1nc(SCC(=O)O)c2c3c(sc2n1)COC(C)(C)C3
31. O=C(NC(=S)N1CCCCC1)c1csc([N+](=O)[O-])c1
36. O=C(c1ccc([N+](=O)[O-])cc1)N(Cc1cccs1)C1CCS(=O)(=O)C1 (stereo not given)
Assay by compound	1	24	31	36
FLuc counter	-3%	13µM*	2%	-1%
NPC1 prom act	1%	?	1%	-9%
Gal4-VP16 FLuc	2%	-3%	1.1µM*	-14%
ELG1 repair inh	3%	?	-12%	11%
BRCA1 expr up	-9%	?	-9%	-12%
p53 reactivator	-2%	12%	-5%	14%
Rab9 prom act	-1%	?	-3%	-4%
TRPV1 ag	0	2	-1	-7
ELG1 genotoxic	-12%	?	1%	0%
Tb PFK inh	0%	4%	0%	-18%
RORgamma inh	2%	0%	0.35µM*	16%
